# Bioassay records deposited in PubChem by Broad Institute.
# Mtb BioA inh – M. tuberculosis BioA enzyme inhibitors, primary screen, biochemical, plate reader, single point, HTS. inhibition, % at 9.99 µM. 7,8-diaminopelargonic acid synthase BioA (Mycobacterium tuberculosis). purified M. tuberculosis BioA enzyme. hit rate 0.096% among 360,000; in the data active = inhibition above about 40%
# Starred values were filed as active, the others as inactive. A portion of the library; the hit share may differ from the screen's.
SMILES,Mtb BioA inh
CO[C@H]1CN(C)C(=O)c2cc(NC(=O)c3ccccc3)ccc2OC[C@@H](C)N(C(C)=O)C[C@H]1C,-0.3
Cc1ccc(S(=O)(=O)N(C)C[C@@H]2Oc3ccc(NC(=O)C4CCCCC4)cc3C(=O)N([C@H](C)CO)C[C@@H]2C)cc1,-1.0
CCCC#Cc1ccc([C@@H]2[C@@H](C#N)N(S(C)(=O)=O)[C@H]2CO)cc1,1.5
COCC#Cc1ccc2c(c1)O[C@H](CN(C)Cc1ccccc1F)[C@@H](C)CN([C@@H](C)CO)S2(=O)=O,0.1
C[C@@H]1CN([C@H](C)CO)C(=O)c2cc(NC(=O)Nc3ccccc3)ccc2O[C@@H]1CN(C)C(=O)Nc1ccc(F)cc1,3.6
CO[C@@H]1CN(C)C(=O)c2ccc(NC(C)=O)cc2OC[C@H](C)N(CCc2ccccc2)C[C@@H]1C,2.3
CCCNC(=O)N1C[C@H](C)[C@@H](OC)CN(C)C(=O)c2ccc(NC(=O)C3CCC3)cc2OC[C@H]1C,0.4
COc1ccccc1CN1[C@H](CO)[C@H]2c3ccccc3N(C(=O)C3CCCC3)C[C@H]21,1.2
Cc1ccc(S(=O)(=O)N(C)C[C@H]2OCCCC[C@H](C)Oc3ccc(NS(=O)(=O)c4cn(C)cn4)cc3C(=O)N([C@H](C)CO)C[C@H]2C)cc1,-0.4
O=C(NCC[C@H]1CC[C@@H](NC(=O)c2ccc3c(c2)OCO3)[C@H](CO)O1)Nc1cc(F)ccc1F,5.7
C[C@@H]1CN([C@H](C)CO)C(=O)c2cc(NC(=O)Nc3cccc4ccccc34)ccc2O[C@@H](C)CCCCO[C@H]1CN(C)Cc1ccc2c(c1)OCO2,-1.1
C[C@@H]1CCCCO[C@H](CN(C)C(=O)CCCN(C)C)[C@H](C)CN([C@@H](C)CO)C(=O)c2cc(NC(=O)NC3CCCCC3)ccc2O1,0.1
CCC(=O)N1[C@H](C(=O)NC2CCC2)[C@@H](CO)[C@@H]2Cn3c(ccc(-c4ccc(F)cc4)c3=O)[C@@H]21,-1.1
CNC[C@@H]1Oc2ncc(C#CCC3CCCC3)cc2C(=O)N([C@H](C)CO)C[C@@H]1C,1.2
CCCNC(=O)Nc1ccc2c(c1)C(=O)N(C)C[C@@H](OC)[C@H](C)CN(C(=O)C1CC1)[C@@H](C)CO2,0.9
O=C(C[C@@H]1CC[C@@H]2[C@H](COC[C@H](O)CN2C(=O)Cc2ccccc2)O1)NC1CCCC1,-2.2
C[C@H]1CN([C@@H](C)CO)S(=O)(=O)c2ccc(-c3cccnc3)cc2O[C@@H]1CN(C)C(=O)NC1CCCCC1,1.1
C[C@H]1CN([C@@H](C)CO)C(=O)c2cc(-c3cccnc3)cnc2O[C@@H]1CN(C)Cc1ccc(-c2ccccc2)cc1,5.0
CN(C)C(=O)c1cccc(-c2ccc([C@@H]3[C@@H](CO)N(C(=O)C4CC4)[C@H]3C#N)cc2)c1,0.4
C[C@@H]1CN([C@@H](C)CO)C(=O)c2cc(NC(=O)Cc3ccccc3)ccc2O[C@@H](C)CCCCO[C@@H]1CN(C)S(=O)(=O)c1ccccc1,-1.5
COc1ccc(NC(=O)Nc2ccc3c(c2)C(=O)N([C@@H](C)CO)C[C@@H](C)[C@@H](CN(C)C(=O)Nc2ccc(OC)cc2)O3)cc1,0.8
CO[C@@H]1CN(C)C(=O)c2ccc(NC(=O)c3ccc(F)cc3)cc2OC[C@@H](C)N(C)C[C@H]1C,1.4
CNC[C@H]1Oc2ccc(NC(=O)Nc3ccc4c(c3)OCO4)cc2C(=O)N([C@@H](C)CO)C[C@H]1C,2.4
O=C(N[C@@H]1CC[C@@H](CCNC(=O)c2ccccc2F)O[C@H]1CO)c1cnccn1,7.8
COc1cccc(-c2ccc3c(c2)[C@H]2[C@H](CCN2S(=O)(=O)c2ccccc2F)[C@H](CO)N3)c1,-0.2
C[C@@H]1CCCCO[C@H](CN(C)C(=O)Nc2ccc(F)cc2)[C@@H](C)CN([C@@H](C)CO)C(=O)c2cc(NS(=O)(=O)c3ccc(F)cc3)ccc2O1,-1.2
CC=Cc1ccc2n(c1=O)C[C@@H]1[C@@H](CO)[C@H](C(=O)N[C@H](C)c3ccccc3)[C@H]2N1Cc1cccnc1 (mixture of isomers),1.7
O=S(=O)(N[C@@H]1CC[C@H](CCn2cc(-c3ccccn3)nn2)O[C@H]1CO)c1cccc(Cl)c1,-1.8
COCC(=O)N1CC[C@@H]2[C@H]1c1cc(-c3ccc(OC)cc3)ccc1N(C)[C@H]2CO,2.4
COc1ccc(CN(C)C[C@H]2OCCCC[C@@H](C)Oc3ccc(NC(=O)Nc4c(C)noc4C)cc3C(=O)N([C@@H](C)CO)C[C@H]2C)cc1,3.8

# Exported bar-delimited: entries from further up
mol | Mtb BioA inh
CCC(=O)N1[C@H](C(=O)NC2CCC2)[C@@H](CO)[C@@H]2Cn3c(ccc(-c4ccc(F)cc4)c3=O)[C@@H]21 | -1.1
Cc1ccc(S(=O)(=O)N(C)C[C@@H]2Oc3ccc(NC(=O)C4CCCCC4)cc3C(=O)N([C@H](C)CO)C[C@@H]2C)cc1 | -1.0
O=S(=O)(N[C@@H]1CC[C@H](CCn2cc(-c3ccccn3)nn2)O[C@H]1CO)c1cccc(Cl)c1 | -1.8

# (listing goes on)
SMILES,Mtb BioA inh
O=C(C[C@@H]1CC[C@H](NC(=O)NC2CCCCC2)[C@H](CO)O1)NCc1ccc(F)cc1,1.8
Cc1noc(C)c1S(=O)(=O)Nc1ccc2c(c1)C(=O)N([C@H](C)CO)C[C@H](C)[C@H](CN(C)Cc1ccccc1)O2,-0.6
CS(=O)(=O)Nc1ccc2c(c1)[C@H]1C[C@H](CC(=O)N3CCc4ccccc4C3)O[C@H](CO)[C@H]1O2,1.0
COCC(=O)N(C)C[C@H]1[C@H](c2ccc(-c3ccccc3)cc2)[C@H](CO)N1C(C)=O,-2.0
C[C@@H]1CCCCO[C@H](CN(C)C(=O)Nc2ccccc2)[C@@H](C)CN([C@H](C)CO)C(=O)c2cc(NC(=O)c3ccccc3)ccc2O1,0.3
COCC(=O)N1C[C@@H](C)[C@H](OC)CN(C)C(=O)c2cc(NC(=O)c3ccc(OC)cc3)ccc2OC[C@H]1C,1.6
COc1ccccc1C#Cc1ccc2c(c1)O[C@H](CN(C)Cc1ccncc1)[C@@H](C)CN([C@@H](C)CO)S2(=O)=O,0.6
CC(C)NC(=O)N(C)C[C@@H]1Oc2ccc(NC(=O)C3CCCCC3)cc2CC(=O)N([C@@H](C)CO)C[C@H]1C,0.2
C[C@@H]1CCCCO[C@H](CN(C)Cc2ccncc2)[C@H](C)CN([C@@H](C)CO)C(=O)c2cc(NS(=O)(=O)c3ccc(Cl)cc3)ccc2O1,-0.8
C[C@H]1CN([C@@H](C)CO)S(=O)(=O)c2ccc(-c3ccncc3)cc2O[C@@H]1CN(C)Cc1cccnc1,3.8

# Part of the list above, reformatted.
Molecule: COCC(=O)N1C[C@@H](C)[C@H](OC)CN(C)C(=O)c2cc(NC(=O)c3ccc(OC)cc3)ccc2OC[C@H]1C
- Mtb BioA inh: 1.6
Molecule: COc1ccccc1C#Cc1ccc2c(c1)O[C@H](CN(C)Cc1ccncc1)[C@@H](C)CN([C@@H](C)CO)S2(=O)=O
- Mtb BioA inh: 0.6
Molecule: CC(C)NC(=O)N(C)C[C@@H]1Oc2ccc(NC(=O)C3CCCCC3)cc2CC(=O)N([C@@H](C)CO)C[C@H]1C
- Mtb BioA inh: 0.2
Molecule: C[C@@H]1CCCCO[C@H](CN(C)Cc2ccncc2)[C@H](C)CN([C@@H](C)CO)C(=O)c2cc(NS(=O)(=O)c3ccc(Cl)cc3)ccc2O1
- Mtb BioA inh: -0.8

# The listing continues.
SMILES,Mtb BioA inh
C[C@@H]1CN([C@H](C)CO)C(=O)c2cc(NC(=O)CCN3CCOCC3)ccc2O[C@H]1CN(C)C(=O)Nc1ccc(F)cc1,-0.8
CN1C(=O)c2cc(NC(=O)c3cscn3)ccc2OC[C@@H]2O[C@@H](CC(=O)N3CCOCC3)CC[C@H]21,-1.6
C[C@H](NC(=O)C[C@H]1C[C@H]2c3cc(NC(=O)CC4CC4)ccc3O[C@H]2[C@H](CO)O1)c1ccccc1,-0.7
CC(C)NC(=O)N1[C@H](CO)[C@H](c2ccc(C#CC3CC3)cc2)[C@@H]1C#N,4.3
C[C@H]1CN([C@@H](C)CO)C(=O)c2cc(NC(=O)CCCN(C)C)ccc2O[C@H]1CN(C)CC1CC1,3.4
C[C@H](CO)N1C[C@H](C)[C@H](CN(C)C(=O)C2CC2)Oc2ncc(-c3ccncc3)cc2C1=O,2.0
C[C@@H]1CN([C@H](C)CO)C(=O)c2cc(NC(=O)NC3CCCCC3)ccc2O[C@@H]1CN(C)S(C)(=O)=O,0.3
C[C@@H]1CN([C@H](C)CO)C(=O)c2cc(NC(=O)Nc3ccc(C(F)(F)F)cc3)ccc2O[C@@H](C)CCCCO[C@H]1CN(C)C(=O)Nc1ccc(F)cc1,-1.9
O=C(N[C@H]1CC[C@@H](CC(=O)N2CCOCC2)O[C@@H]1CO)c1cccc(F)c1,12
CO[C@H]1CN(C)C(=O)c2cc(NS(=O)(=O)c3ccccc3F)ccc2OC[C@@H](C)NC[C@H]1C,-1.9
C[C@@H]1CN([C@H](C)CO)C(=O)Cc2cc(NC(=O)Nc3cccc4ccccc34)ccc2O[C@@H]1CN(C)C(=O)Nc1ccccc1,2.5
C[C@H](CO)N1C[C@H](C)[C@@H](CN(C)C(=O)Nc2ccc(F)cc2)OCCCC[C@H](C)Oc2ccc(NC(=O)Nc3cccc4ccccc34)cc2C1=O,-1.1
O=C(NC[C@H]1[C@H](c2ccccc2)[C@@H](CO)N1C(=O)C1CC1)NC1CCCC1,-5.1
C[C@@H]1CCCCO[C@@H](CN(C)C(=O)C2CCCCC2)[C@H](C)CN([C@H](C)CO)C(=O)c2cc(NS(=O)(=O)c3ccc(F)cc3)ccc2O1,1.1
COc1ccc(S(=O)(=O)N(C)C[C@H]2OCCCC[C@@H](C)Oc3ccc(NC(=O)Nc4c(C)noc4C)cc3C(=O)N([C@@H](C)CO)C[C@H]2C)cc1,3.6
COc1cccc(-c2cccc(-c3nc(C(=O)N4CCN(C)CC4)cc4c3[C@@H](CCO)N(S(=O)C(C)(C)C)C4)c2)c1 (some centres not stated),1.5
Cc1ccc(-c2ccc3c(c2)O[C@H](CN(C)Cc2ccc(C(=O)O)cc2)[C@@H](C)CN([C@@H](C)CO)S3(=O)=O)cc1,4.7
CO[C@@H]1CC[C@H]2CCN(C)C(=O)[C@H](C)[C@H](OC)CN(C)C(=O)c3cc(C#N)ccc3OC[C@@H]1O2,-0.9
C[C@@H]1CN([C@@H](C)CO)C(=O)Cc2cc(NC(=O)CCN3CCOCC3)ccc2O[C@@H]1CN(C)S(=O)(=O)c1cccs1,-2.6
C[C@H](CO)N1C[C@H](C)[C@H](CN(C)S(=O)(=O)c2ccccc2)Oc2c(NC(=O)C3CCCCC3)cccc2C1=O,-2.3
COc1ccccc1C(=O)Nc1ccc2c(c1)OC[C@H](C)N(C)C[C@@H](C)[C@H](OC)CN(C)C2=O,-1.6
C[C@H](CO)N1C[C@H](C)[C@H](CN(C)C(=O)C2CC2)OCc2ccccc2-c2c(n(C)c3ccccc23)C1=O,-1.6
C[C@@H]1CN([C@@H](C)CO)C(=O)c2cc(-c3ccc(F)cc3)cnc2O[C@@H]1CN(C)Cc1cccnc1,0.4
COCC#Cc1cnc2c(c1)C(=O)N([C@H](C)CO)C[C@H](C)[C@@H](CN(C)Cc1ccc(-c3ccccc3)cc1)O2,-0.1
CCCC#Cc1ccc([C@@H]2[C@@H](CO)N3CCCCN(Cc4cncnc4)C[C@H]23)cc1,2.4
COc1ccc(NC(=O)N(C)C[C@H]2Oc3ccc(NS(=O)(=O)c4ccccc4)cc3C(=O)N([C@H](C)CO)C[C@H]2C)cc1,-1.0
CN1C(=O)c2cc(NC(=O)C3CCCC3)ccc2OC[C@@H]2O[C@H](CC(=O)O)CC[C@H]21,2.4
COCC#Cc1cnc2c(c1)C(=O)N([C@@H](C)CO)C[C@H](C)[C@@H](CN(C)C(=O)C1CC1)O2,-0.6
C[C@@H]1CCCCO[C@@H](CN(C)C(=O)C2CCCCC2)[C@@H](C)CN([C@@H](C)CO)C(=O)c2cc(NC(=O)Nc3ccc(C(F)(F)F)cc3)ccc2O1,-0.7
O=C(C[C@H]1CC[C@H]2[C@@H](COC[C@@H](O)CN2Cc2ccc(Oc3ccccc3)cc2)O1)N1CCN(c2ccccc2)CC1,-2.3
Cc1noc(C)c1NC(=O)N[C@H]1C=C[C@@H](CC(=O)N2CCCCC2)O[C@H]1CO,-1.0
O=C(C[C@@H]1CC[C@H](NC(=O)CCN2CCCCC2)[C@H](CO)O1)NCc1ccc(Cl)c(Cl)c1,-0.4
C[C@H](CO)N1C[C@H](C)[C@@H](CN(C)C(=O)C2CC2)Oc2cc(C#Cc3ccccn3)ccc2S1(=O)=O,3.5
CO[C@H]1CN(C)C(=O)c2ccc(NC(=O)C3CCC3)cc2OC[C@@H](C)N(Cc2ccccn2)C[C@@H]1C,0.9
CC(=O)N[C@H]1CC[C@@H](CC(=O)NCc2ccc(Cl)cc2)O[C@@H]1CO,3.4
C[C@H](CO)N1C[C@H](C)[C@@H](CN(C)S(=O)(=O)c2cn(C)cn2)Oc2ccc(NC(=O)Nc3ccc(C(F)(F)F)cc3)cc2C1=O,1.0
CCC(=O)N1[C@@H](CO)[C@@H]2c3ccccc3N(C(=O)c3ccncc3)C[C@@H]21,2.4
CO[C@@H]1CC[C@@H]2CCOc3c(C#N)cccc3C(=O)N(C)C[C@@H](OC)[C@@H](C)C(=O)N(C)C[C@@H]1O2,-0.9
CO[C@H]1CN(C)C(=O)c2ccc(NS(=O)(=O)c3cccc(F)c3)cc2OC[C@@H](C)NC[C@H]1C,-1.8
O=C(C[C@H]1C[C@@H]2c3cc(NC(=O)C4CCOCC4)ccc3O[C@@H]2[C@@H](CO)O1)NCCc1ccccc1,-0.8
